MCF10A rerep: DNA re-replication induction in MCF 10a cells | MCF 10A DNA re-replication, Hoechst nuclear intensity, 48 h | Potency, µM (series often up to 46.1 µM), for inactives: at the top dose activity, positive = re-replication, actives largely listed as activators | hit rate 2.9% among 350,000 | AID 624296; further: potency means the concentration at half of the fitted maximal effect; % of control where 0% means no effect; nearly all actives have a fitted effect of over 50% in size
KB-3-1 cytotox: KB-3-1 parental cell cytotoxicity; AID 1347075; hit rate 1.4% among 400,000; KB-3-1 viability, CellTiter-Glo ATP luminescence, 72 h; Potency, µM (highest dose often 46.1 µM), without a hit: at the highest dose activity change, negative = cytotoxic, usual class: cytotoxic; further: potency means the concentration at half of the fitted maximal effect; on the % scale 0 is the no-effect control and ±100 the full control effect; nearly all actives have a fitted effect of over 60% in size
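Parental KB-3-1 viability, qHTS format: 72 h compound exposure, 37 °C; CellTiter-Glo; media-only wells and DMSO plates as controls; concentration-effect fits on corrected data.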
IL1B secr inh: blocks inflammasome-driven IL-1 beta release | hit rate 4.7% among 360,000 | THP-1 LPS/ATP IL-1B secretion, AlphaLISA, 16 h; stronger effect = lower value | activity change, % at 57.5 µM; in the data active means activity change below about -50%; inconclusive means mostly about -30% to -49%; further: on the % scale 0 is the no-effect control and ±100 the full control effect
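Secreted IL-1B measured by AlphaLISA bead assay after 16 h compound exposure of THP-1 cells; compounds (final up to 57.5 uM) added 1 h before LPS (250 ng/mL) and ATP (1.25 mM) stimulation; lower signal means less secretion.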
HT1080 IDH1KD tx: kills HT-1080 cells with IDH1 knockdown | HT-1080 IDH1 knockdown viability, ATP luminescence, 48 h | Potency, µM (titrated, usually from 46.1 µM), for inactives: top-dose activity, negative = toxicity, usual class: cytotoxic | hit rate 2% among 360,000 | AID 686971;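 further: potency means the concentration at half of the fitted maximal effect; 0% = DMSO wells and -100% = cell-free medium wells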
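Assay cells: HT-1080 with IDH1 knockdown, 750 per well, RPMI/5% FBS. Exposure: 48 h at 37 °C following 2 h pre-incubation. Read: CellTiter-Glo luminescence; fitted concentration-response, curve class assigned.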
HT1080NT lethal: kills 2HG-producing HT-1080-NT fibrosarcoma cells; HT-1080-NT fibrosarcoma viability, CellTiter-Glo ATP luminescence, 48 h; Potency, µM (highest dose often 46.1 µM), inactives show at the top dose activity, negative = less viability, actives largely listed as cytotoxic; AID 686970; hit rate 1.6% among 360,000;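 further: NT is the 2HG producing partner of a matched IDH1 knockdown line; potency means the concentration at half of the fitted maximal effect; 0% = DMSO-treated cells and -100% = media-only wells without cells; nearly all actives have a fitted effect of over 55% in size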
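Read-out is CellTiter-Glo luminescence after 10 minutes at room temperature, following 48 hours' compound treatment of HT-1080-NT cells (750 cells/well, RPMI, 5% FBS, 37 degrees C).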
KB-V1 cytotox: KB-V1 MDR subline cytotoxicity. KB-V1 MDR cells viability, CellTiter-Glo, 72 h. hit rate 3.4% among 400,000. Potency, µM (highest dose often 46.1 µM), for inactives: at the highest dose activity change, negative = cytotoxicity, usual class: cytotoxic; further: potency means the concentration at half of the fitted maximal effect; on the % scale 0 is the no-effect control and ±100 the full control effect; nearly all actives have a fitted effect of over 60% in size
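KB-V1 cells (P-gp-expressing MDR subline of KB-3-1) in phenol-red-free DMEM with 10% FBS were exposed to library compounds over a concentration series for 72 h at 37 degrees C. Viability read by CellTiter-Glo luminescence; concentration-effect curves fitted after normalization.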
ATXN2 expr inh: inhibitors of ATXN2 expression | HEK-293 ATXN2-luciferase reporter, luminescence, 24 h | Potency, µM (doses to about 57 µM), inactives show at the top dose activity change, negative = inhibition, hits mostly inhibitors | hit rate 0.72% among 360,000; further: potency means the concentration at half of the fitted maximal effect; on the % scale 0 is the no-effect control and ±100 the full control effect; nearly all actives have a fitted effect of over 55% in size
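ATXN2-luciferase reporter cells (luciferase flanked by upstream and downstream ATXN2 gene portions) were treated 24 h at 37 °C with compounds at up to 57 uM. SteadyGlo luminescence gave expression; GF-AFC fluorescence gave viability.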
S2 tox: reduces viability in counter-screen for ATXN expression inhibitors; S2 cells (HEK-293 line with an ATXN2-luciferase reporter) viability, CellTiter-Fluor protease fluorescence, 24 h; Potency, µM (highest dose often 56.7 µM), usual class: cytotoxic; hit rate 0.49% among 400,000; AID 651635; further: potency means the concentration at half of the fitted maximal effect; nearly all actives have a fitted effect of over 40% in size
SW480 rereplic: DNA re-replication induction in SW480 cells; hit rate 1.8% among 340,000; SW480 DNA re-replication, Hoechst DNA content imaging, 48 h; Potency, µM (titrated, usually from 46.1 µM), for the others: at the highest dose re-replication activation, hits mostly activators; AID 624297; further: potency means the concentration at half of the fitted maximal effect; % of control where 0% means no effect; nearly all actives have a fitted effect of over 55% in size
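First, 250 cells per well were seeded. Next, compound or vehicle (23 nL) was pinned in, plates sat 48 hr at 37 C. Finally Hoechst was added for 40 min before fluorescence scanning.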
Numbers without * were called inactive; i = inactive; ? = inconclusive; nt = not tested or not shown; [ ] = remark or other dose. Unless noted, the call rests on the fitted dose curve; in most records, active means well fitted curve in the direction sought with a large enough effect; inconclusive means small, poorly fitted or top-dose-only effect, or another doubt; inactive means no such curve, though single readings can be large; an effect the other way counts as inactive or inconclusive. Outcome played no part in choosing rows; any-hit rate near 11%.

Field names: A = MCF10A rerep; B = KB-3-1 cytotox; C = IL1B secr inh; D = HT1080 IDH1KD tx; E = HT1080NT lethal; F = KB-V1 cytotox; G = ATXN2 expr inh; H = S2 tox; I = SW480 rereplic
CC(=O)Nc1ccc(NC(=O)CC2SC(=O)N(CC(=O)c3ccccc3)C2=O)cc1 (configuration not stated)
  A: 10.7%	B: -8.5%	C: -4.7	D: 5.0%	E: 0.3%	F: 14.6%	G: -2.6%	H: i	I: 1.4%
CC(C)CN(C(=O)COC(=O)Cc1c[nH]c2ccccc12)C1CCS(=O)(=O)C1 (configuration not stated)
  A: 5.7%	B: -3.0%	C: -9.4	D: -3.4%	E: -3.0%	F: 14.2%	G: 6.1%	H: i	I: 2.6%
Cc1ncc2c(n1)NC(=O)NC2
  A: -28.8%	B: 0.4%	C: -20.1	D: 8.0%	E: 9.9%	F: ?	G: -3.2%	H: i	I: -13.4%
O=C(NC1CCCCC1)c1cccc(NC(=O)c2ccccc2Cl)c1
  A: nt	B: -4.3%	C: 1.0	D: -10.0%	E: -9.7%	F: ?	G: nt	H: i	I: nt
CSc1ccc(C#N)cc1NC(=O)c1cccc(Cl)c1
  A: -4.4%	B: -8.8%	C: 6.6	D: -11.6%	E: -1.7%	F: -11.6%	G: -15.6%	H: i	I: -2.1%
CCOc1ccc(S(=O)(=O)NCCC(=O)N2CCCC(C)C2)cc1 (configuration not stated)
  A: 9.7%	B: 0.1%	C: 11.2	D: 5.0%	E: 2.3%	F: ?	G: 1.0%	H: i	I: 0.1%
Cc1ccc(CNC(=O)CCCC(=O)Nc2cc(C)on2)cc1
  A: 11.9%	B: 10.2%	C: 10.5	D: 10.6%	E: 0.3%	F: 2.4%	G: -0.5%	H: i	I: -72.8%[inhibitor]
OC[C@H]1O[C@@H](n2cnc3c(NCc4ccco4)ncnc32)[C@H](O)[C@@H]1O
  A: ?	B: 16.4µM*	C: 73.5	D: 6.51µM*	E: 5.8µM*	F: -14.0%	G: ?	H: ?	I: ?
CCc1nc2ccc(C(=O)NC3CCN(Cc4ccccc4)CC3)cn2c1N(C)Cc1cc2ccccc2s1
  A: nt	B: ?	C: -65.9*	D: ?	E: 16.4µM*	F: 10.3µM*	G: ?	H: ?	I: nt
CCCCC[C@@H]1C=C(C(=O)O)[C@H](c2ccc(OC)c(OC)c2)N1S(=O)(=O)c1ccc(C)cc1
  A: 2.0%	B: 2.3%	C: 27.7	D: -3.3%	E: -7.1%	F: ?	G: 3.3%	H: i	I: -6.6%
Cc1ccc(C(=O)N2CCN(c3ncccn3)CC2)o1
  A: 1.6%	B: 2.1%	C: 6.0	D: 28.2%	E: 23.3%	F: -0.8%	G: -9.3%	H: i	I: -0.4%
CCCn1c(=N)c(S(=O)(=O)c2ccccc2)cc2c(=O)n3ccccc3nc21
  A: 18.4µM*	B: -6.9%	C: -22.1	D: 5.3%	E: 7.2%	F: 0.0%	G: -18.7%	H: nt	I: 1.2%
Cc1ccc(C23CC4CC(CC(C(=O)N(C)C)(C4)C2)C3)cc1
  A: ?	B: -1.3%	C: -19.4	D: -13.0%	E: -0.2%	F: -7.2%	G: 0.0%	H: i	I: 23.5%
CCOC(=O)N1CCN(C(=O)C2CCN(CC3CCCCC3)CC2)CC1
  A: 0.0%	B: -4.5%	C: 15.4	D: -0.9%	E: 18.9%	F: ?	G: 2.1%	H: i	I: ?
S=C(NCCCc1ccccc1)Nc1ccc(Br)cc1
  A: 27.7%	B: 11.6%	C: -85.8*	D: 16.4µM*	E: ?	F: 3.5%	G: -5.0%	H: i	I: 18.5%
O=C(C1CCC(=O)N(C2CC2)C1)N1CCN(c2ccccc2Cl)CC1 (configuration not stated)
  A: 1.0%	B: 4.8%	C: 10.2	D: 4.2%	E: 10.5%	F: 5.7%	G: 12.4%	H: i	I: -4.5%
NNC(=O)C1=NOC(CNc2ncc(C(F)(F)F)cc2Cl)C1 (configuration not stated)
  A: -0.4%	B: 11.2%	C: 1.7	D: -18.1%	E: -13.8%	F: -17.6%	G: -13.8%	H: i	I: 0.8%
Cc1[nH]c(SCC(=O)c2c(N)n(C)c(=O)n(C)c2=O)nc1Cc1ccccc1
  A: 5.0%	B: nt	C: -0.2	D: 4.8%	E: -1.3%	F: nt	G: 2.6%	H: i	I: -6.4%
Cc1ccc2nc(NC(=O)CN3C(=O)C4CC=CCC4C3=O)sc2c1 (configuration not stated)
  A: -3.5%	B: 11.8%	C: -3.1	D: 0.2%	E: -6.6%	F: -25.6%	G: nt	H: i	I: 2.9%
Cc1ccc(Nc2nc(-c3ccc(F)cc3)cs2)nc1
  A: 14.9%	B: 2.5%	C: 18.9	D: -4.6%	E: -2.8%	F: -1.9%	G: nt	H: i	I: -4.3%
O=C(Nc1ccc2ccccc2c1)c1ccc(Cl)cc1Cl
  A: -2.1%	B: 2.9%	C: ?	D: -8.2%	E: -2.9%	F: -10.0%	G: nt	H: i	I: 9.6%

Limited to HT1080 IDH1KD tx, for some of the entries so far:
SMILES | HT1080 IDH1KD tx
CCOc1ccc(S(=O)(=O)NCCC(=O)N2CCCC(C)C2)cc1 (configuration not stated) | 5.0%
Cc1[nH]c(SCC(=O)c2c(N)n(C)c(=O)n(C)c2=O)nc1Cc1ccccc1 | 4.8%

Ordered by count of non-hydrogen atoms (rising): 10 of the compounds above.
Field names: A = MCF10A rerep; B = KB-3-1 cytotox; C = IL1B secr inh; D = HT1080 IDH1KD tx; E = HT1080NT lethal; F = KB-V1 cytotox; G = ATXN2 expr inh; H = S2 tox; I = SW480 rereplic
Cc1ncc2c(n1)NC(=O)NC2
  A: -28.8%	B: 0.4%	C: -20.1	D: 8.0%	E: 9.9%	F: ?	G: -3.2%	H: i	I: -13.4%
Cc1ccc(C(=O)N2CCN(c3ncccn3)CC2)o1
  A: 1.6%	B: 2.1%	C: 6.0	D: 28.2%	E: 23.3%	F: -0.8%	G: -9.3%	H: i	I: -0.4%
O=C(Nc1ccc2ccccc2c1)c1ccc(Cl)cc1Cl
  A: -2.1%	B: 2.9%	C: ?	D: -8.2%	E: -2.9%	F: -10.0%	G: nt	H: i	I: 9.6%
Cc1ccc(C23CC4CC(CC(C(=O)N(C)C)(C4)C2)C3)cc1
  A: ?	B: -1.3%	C: -19.4	D: -13.0%	E: -0.2%	F: -7.2%	G: 0.0%	H: i	I: 23.5%
Cc1ccc(CNC(=O)CCCC(=O)Nc2cc(C)on2)cc1
  A: 11.9%	B: 10.2%	C: 10.5	D: 10.6%	E: 0.3%	F: 2.4%	G: -0.5%	H: i	I: -72.8%[inhibitor]
CCOc1ccc(S(=O)(=O)NCCC(=O)N2CCCC(C)C2)cc1 (configuration not stated)
  A: 9.7%	B: 0.1%	C: 11.2	D: 5.0%	E: 2.3%	F: ?	G: 1.0%	H: i	I: 0.1%
Cc1ccc2nc(NC(=O)CN3C(=O)C4CC=CCC4C3=O)sc2c1 (configuration not stated)
  A: -3.5%	B: 11.8%	C: -3.1	D: 0.2%	E: -6.6%	F: -25.6%	G: nt	H: i	I: 2.9%
CCOC(=O)N1CCN(C(=O)C2CCN(CC3CCCCC3)CC2)CC1
  A: 0.0%	B: -4.5%	C: 15.4	D: -0.9%	E: 18.9%	F: ?	G: 2.1%	H: i	I: ?
CC(C)CN(C(=O)COC(=O)Cc1c[nH]c2ccccc12)C1CCS(=O)(=O)C1 (configuration not stated)
  A: 5.7%	B: -3.0%	C: -9.4	D: -3.4%	E: -3.0%	F: 14.2%	G: 6.1%	H: i	I: 2.6%
CC(=O)Nc1ccc(NC(=O)CC2SC(=O)N(CC(=O)c3ccccc3)C2=O)cc1 (configuration not stated)
  A: 10.7%	B: -8.5%	C: -4.7	D: 5.0%	E: 0.3%	F: 14.6%	G: -2.6%	H: i	I: 1.4%
